human PMI inhibitors – MPI inhibition at elevated mannose 6-phosphate – biochemical, fluorescence intensity, high mannose 6-phosphate, primary screen (AID 1220). 190,000 compounds, 0.66% hits. recombinant PMI enzyme, coupled fluorescence intensity; higher % means a stronger effect. inhibition, % at 20 µM; hits with a dose series show IC50 in µM
M17LAP inhibition – P. falciparum M17LAP inhibitors, primary screen, biochemical, fluorogenic H-Leu-NHMec substrate, 1536-well (AID 1619) | recombinant M17LAP, H-Leu-NHMec fluorogenic kinetic assay; higher % means a stronger effect | one-dose inhibition, % at 30 µM; IC50 in µM for titrated hits | 220,000 compounds, 0.38% hits;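 active means compound inhibiting the enzyme by more than half at any dose during confirmatory dose-response retesting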;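 further: plate controls were full reaction with DMSO carrier for no effect and no enzyme background for full effect; strong numbers were not always called active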
WT yeast gro inh – growth inhibition of WT yeast, mitochondrial fusion screen. mitochondrial fusion phenotypic screen, WT strain. inhibition, % at 10 µM. 190,000 compounds, 2.1% hits; in the data active means inhibition above about 58%; tested in S. cerevisiae
P. falciparum M1AAP – malaria alanyl aminopeptidase activity blockers – biochemical, fluorogenic H-Leu-NHMec substrate, 1536-well (AID 1445); recombinant M1AAP, H-Leu-NHMec fluorogenic kinetic assay; higher % means a stronger effect; inhibition, % at 30 µM, or IC50 in µM where a hit was titrated; 220,000 compounds, 0.42% hits;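 active means primary inhibition above the hit cutoff, then over 50% inhibition at one or more dose response concentrations, cut at about 23% in these data, passing the limit was not always enough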;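 further: plate controls were DMSO full reaction for no effect and no enzyme background for full effect; strong numbers were not always called active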
PMI inhibitors – inhibitors of human PMI, primary screen, biochemical, fluorescence intensity, coupled assay (AID 1209); purified PMI enzyme, coupled fluorescence intensity; higher % means a stronger effect; 190,000 compounds, 0.42% hits; inhibition, % at 20 µM, or IC50 in µM where a hit was titrated;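 further: plate controls were DMSO vehicle for no effect and wells lacking substrate for full effect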
TNAP activators – human TNAP enzyme activators, primary screen, biochemical, luminescent, no phosphate acceptor, uHTS (AID 1001); one-dose activation fold at 20 µM; EC50 in µM for titrated hits; purified TNAP, luminescent activation assay, no phosphate acceptor; higher activation fold means a stronger effect; 200,000 compounds, 0.03% hits; in the data active means activation fold from about 3, or a potency from the dose series; inactive means the rest, 99 in 100 with activation fold below about 1.6; further: many of its hits are not listed in these tables
XIAP antagonists – small molecules displacing peptide from XIAP – biochemical, IAP family, fluorescence polarization (AID 1018). XIAP BIR domain, fluorescence polarization peptide displacement; higher % means a stronger effect. displacement, % at 20 µM; hits with a dose series show IC50 in µM. 200,000 compounds, 0.007% hits; in the data active means displacement above about 50%; further: a part of the inactive calls stands beside numbers as strong as those of hits
LYP phosphatase – inhibitors of LYP phosphatase, biochemical, fluorescence intensity, uHTS (AID 1779). recombinant LYP phosphatase, fluorescence intensity; higher % means a stronger effect. inhibition, % at 11.5 µM; hits with a dose series show IC50 in µM. 290,000 compounds, 0.054% hits;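 further: plate controls were vehicle with enzyme for no effect and no enzyme for full effect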
Yfh1-depleted yeast – enhancers of respiration in Yfh1-depleted yeast, dose response, Friedreich's ataxia, plus single-dose screen (AID 1465); S. cerevisiae Yfh1-off respiration, WST-1 reduction, 72 h; higher fold induction means a stronger effect; one-dose fold induction at 50 µM; EC50 in µM for titrated hits; 220,000 compounds, 0.074% hits;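 active means fold induction of absorbance versus untreated yeast above a set limit, then at least 30% activation at any dose in follow-up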;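 further: activators that raise dye reduction in frataxin-depleted yeast; strong numbers were not always called active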
WT yeast gro inh mutant strain – second read-out of WT yeast gro inh, no call of its own (marks repeat the call); inhibition, %; mitochondrial fusion phenotypic screen, mutant strain inhibition
Active calls of the source: *; i = inactive; · = no result given. Unless noted, no stated cut-off is given here; in the data, active means inhibition above about 50%; inactive means the rest.

SMILES	human PMI inhibitors	M17LAP inhibition	WT yeast gro inh	WT yeast gro inh mutant strain	P. falciparum M1AAP	PMI inhibitors	TNAP activators	XIAP antagonists	LYP phosphatase	Yfh1-depleted yeast
CCOc1ccc(NC2OCC(O)C(O)C2O)c([N+](=O)[O-])c1 (stereo not given)	4%	6%	4	6	3%	3%	0.8	-6.1%	-8%	i
CC(C)[C@H](NC(=O)NCc1ccco1)C(=O)O	4%	4%	-3	-8	-2%	3%	1.1	-3.9%	-11%	i
Cc1cc([N+](=O)[O-])nn1CC(=O)N/N=C/c1ccccc1Br	·	-1%	·	·	-1%	·	·	·	-4%	i
Cc1ccc(C2=NN(C)c3nc4ccccc4n3C2)cc1	3%	-9%	23	36	3%	4%	1.2	-4.6%	-9%	i
O=S(=O)(Cc1cc(N2CCOCC2)nc(-c2ccccn2)n1)c1ccccc1	-14%	-3%	-3	0	0%	-20%	1.1	-8.3%	-12%	i
O=C(C1=COCCO1)N1CCN(S(=O)(=O)c2cccc(Cl)c2Cl)CC1	-2%	7%	-28	-8	7%	-2%	1.1	1.1%	0%	i
COc1cccc(NS(=O)(=O)c2ccc3c(c2)C2C=CCC2C(c2ccc(C(=O)O)cc2)N3)c1 (stereo not given)	-21%	16µM*	3	-10	23%	-31%	1	-12%	16%	i
C=CCn1c(CCc2ccc(OC(C)C)cc2)n[nH]c1=S	·	8%	-8	-6	2%	·	1.6	-2.5%	-5%	i
CCOC(=O)C1CCCN(c2c(NCc3ccco3)c(=O)c2=O)C1 (stereo not given)	5%	-3%	-6	2	6%	11%	1.2	-3.0%	0%	i
CCSc1nc(N)c2c3c(sc2n1)CN(C)CC3	-13%	-36%	0	0	3%	5%	1	-7.6%	-1%	i
CCN1CCn2c1nc(N1CCOCC1)nc2=O	0%	-8%	-21	-15	2%	3%	1	10%	-4%	i
CN(Cc1nc(-c2ccncc2)no1)S(=O)(=O)c1ccc(Br)cc1	9%	2%	4	19	6%	8%	1.1	-8.2%	-4%	i
COc1ccc(NC(=O)c2cccnc2Sc2ccccc2)c(OC)c1	-11%	-4%	-22	-10	4%	1%	1	-4.6%	-10%	i
CCOC(=O)CNC(=O)Cn1cnc2sc(C)c(S(=O)(=O)N3CCC(C)CC3)c2c1=O	-6%	-13%	-5	-4	0%	-3%	1.1	-3.2%	-2%	i
N/C(=N\OC(=O)c1ccc(Cl)cc1)c1ccc(Cl)cc1	-4%	5%	6	0	1%	-9%	1.1	-9.5%	-6%	i
CN(C)c1nc(N(C)C)n(C(=O)c2ccc(F)cc2)n1	0%	6%	2	-8	3%	1%	1	-5.8%	-8%	i
COc1ccc(C(=O)O)cc1S(=O)(=O)NCCc1ccccn1	·	-9%	·	·	-4%	·	·	·	-9%	i
COC(=O)c1sccc1N/N=C(\C)c1ccc(F)c(Cl)c1	-9%	-7%	8	-3	9%	-18%	1	-7.6%	-6%	i
Cc1cc(C)c2cc(CN(CCO)Cc3nnnn3Cc3ccc(F)cc3)c(=O)[nH]c2c1	0%	39%	-19	-45	3%	5%	1.1	1.8%	-5%	i
O=S(=O)(Nc1ccc(OC(F)(F)F)cc1)c1cccc2nonc12	·	-8%	·	·	4%	·	·	·	-2%	i

Nothing new here: an excerpt of the list.
SMILES	human PMI inhibitors	M17LAP inhibition	WT yeast gro inh	WT yeast gro inh mutant strain	P. falciparum M1AAP	PMI inhibitors	TNAP activators	XIAP antagonists	LYP phosphatase	Yfh1-depleted yeast
CCN1CCn2c1nc(N1CCOCC1)nc2=O	0%	-8%	-21	-15	2%	3%	1	10%	-4%	i
CN(Cc1nc(-c2ccncc2)no1)S(=O)(=O)c1ccc(Br)cc1	9%	2%	4	19	6%	8%	1.1	-8.2%	-4%	i
COc1ccc(NC(=O)c2cccnc2Sc2ccccc2)c(OC)c1	-11%	-4%	-22	-10	4%	1%	1	-4.6%	-10%	i

(further entries)
SMILES	human PMI inhibitors	M17LAP inhibition	WT yeast gro inh	WT yeast gro inh mutant strain	P. falciparum M1AAP	PMI inhibitors	TNAP activators	XIAP antagonists	LYP phosphatase	Yfh1-depleted yeast
CC1=[N+](C)N(c2ccccc2)C(=O)C1N=Cc1c(Cl)cccc1Cl (stereo not given)	12%	7%	-3	-1	13%	20%	1	-3.9%	2%	i
Cc1ccc(N2CC(C(=O)NCc3cccs3)CC2=O)cc1 (stereo not given)	13%	7%	-9	-2	6%	9%	1.1	-6.0%	-3%	i
Cc1cc(C)cc(NC(=O)C2CCN(c3cnccn3)CC2)c1	5%	-5%	17	13	-7%	2%	1	-8.1%	-8%	i
O=C1N/C(=N/O)S/C1=C\c1ccccc1-n1cccn1	5%	15%	-11	5	21%	-5%	1.1	-5.9%	3%	i
O=C(O)/C=C/c1cnc2ccccc2c1	15%	-7%	-5	-8	-5%	1%	1.1	-7.1%	-2%	i
COc1ccc(OC)c(C2c3c(oc4ccccc4c3=O)C(=O)N2CCCN(C)C)c1 (stereo not given)	4%	6%	7	3	5%	-6%	0.9	-6.2%	5%	i
CC(NC(=O)c1cccnc1)c1ccc2c(c1)OCO2 (stereo not given)	4%	18%	9	-12	-1%	5%	1	-1.6%	-7%	i
Cc1nn(-c2nc3ccccc3s2)c(C)c1Oc1ccccc1O	14%	-2%	1	-11	10%	15%	1	-1.4%	5%	i
COC(c1ccccc1)c1nnc(CCC(=O)NCc2cccc(-n3cccn3)c2)o1 (stereo not given)	-6%	-6%	17	16	0%	-1%	1.1	-5.8%	-6%	i
NC(=O)CN1CCCN(S(=O)(=O)c2ccc(Br)cc2)CC1	5%	-11%	2	0	11%	9%	1.1	-18%	-2%	i
COc1ccc(-c2c(C(F)(F)F)[nH]n3c(=O)cc(-c4ccccc4)nc23)cc1	·	-1%	·	·	17%	·	·	·	-8%	i
CC(C)(C)c1cc[n+](C2=C([O-])c3ccccc3C(=O)/C2=N\S(=O)(=O)c2ccccc2)cc1	·	11%	·	·	1%	·	·	·	3%	i
Cc1cc(C)nc(NS(=O)(=O)c2ccc(NC(=O)CSc3ncn[nH]3)cc2)n1	-6%	31%	25	11	2%	-8%	1.1	-4.0%	-6%	i
Cc1ccc(NC(=O)N2CCN(C)CC2)cc1NC(=O)N1CCN(C)CC1	·	-5%	·	·	-5%	·	·	·	-12%	i
CCCCN(C(=O)Cn1ncc(Cl)c(Cl)c1=O)c1c(N)n(CC(C)C)c(=O)[nH]c1=O	·	4%	·	·	1%	·	·	·	-1%	i
CC1CCc2sc(C(=O)Nc3ccc(C(N)=O)cc3)cc2C1 (stereo not given)	·	-2%	·	·	6%	·	·	·	-5%	i
C=CCOc1ccc(NC(=O)C2CC(=O)N(C(C)C)C2)cc1 (stereo not given)	-6%	27%	9	-7	-9%	0%	1	-5.5%	-2%	i
CCn1nc([N+](=O)[O-])c2c(-c3nc4ccccc4o3)c(N)n(CCCOC)c2c1=O	6%	-5%	1	7	12%	1%	1	-1.1%	-3%	i
CC(C)c1ccc(/C=C/C(=O)NC2=NCCS2)cc1	6%	6%	62	64	2%	12%	1	-6.1%	-3%	·
Cc1ccc2c(c1)-c1ncc(C(=O)c3cc(Br)ccc3O)cc1CO2	2%	-1%	37	24	5%	4%	1	0.0%	0%	i
Cn1c(NC(=O)c2cccc(Cn3cc(Cl)cn3)c2)nc2ccccc21	5%	-1%	15	-5	12%	9%	1.1	-2.6%	3%	i
c1ccc(CCNc2nc(-c3cccnc3)cs2)cc1	12%	-1%	1	11	9%	22%	1	-13%	3%	i
CC(=O)c1cc(N2CCC(C(=O)O)CC2)ccc1[N+](=O)[O-]	7%	21%	-4	8	3%	3%	0.8	-12%	-3%	i
Cc1ccc(S(=O)(=O)Nc2ccccc2-c2ccccc2)cc1	11%	5%	41	-6	2%	14%	1	0.6%	-4%	i
O=S(=O)(c1ccc2ccccc2c1)N1CCCOC1	1%	6%	4	4	-2%	-10%	1.1	-1.5%	-7%	i
Cc1cc(=O)[nH]c(SCC(=O)NC(C)C2CC3CCC2C3)c1C#N (stereo not given)	-14%	-1%	2	-8	5%	-17%	1.1	-3.0%	5%	i
O=C(c1nc2ccccn2c1CNCCCn1ncc2ccccc21)N1CCOCC1	-4%	3%	0	3	2%	4%	1.1	-1.6%	-3%	i
CCn1c(COc2ccc(=O)n(-c3ccccc3)n2)nnc1SC	-15%	2%	0	-8	1%	-13%	1.1	-8.8%	-2%	i
CCCCCc1cc(=O)oc2c(C(CCN3CCCCC3)c3ccc(OC)cc3)c(OC)cc(OC)c12 (stereo not given)	·	-1%	·	·	6%	·	·	·	-12%	i
Cc1cc(NC(=O)COC(=O)C2CCN(C(=O)c3ccc(Cl)cc3)CC2)no1	8%	-5%	-10	1	-1%	5%	1.2	-2.6%	-6%	i
COc1ccc(N2CCN(CC(=O)c3c[nH]c4ccccc34)CC2)cc1	·	0%	·	·	7%	·	·	·	-3%	i
N#CC(c1ccc(Cl)cc1)(c1ncc(C(F)(F)F)cc1Cl)N1CCOCC1 (stereo not given)	14%	0%	70*	14*	-3%	20%	1	-3.3%	1%	·
COc1ccccc1NC(=O)C1CCCCN1S(=O)(=O)c1ccc(F)cc1 (stereo not given)	7%	15%	5	21	0%	5%	1.1	-9.1%	-1%	i
Cc1cc(-c2[nH]nc3c2C(c2cccc(O)c2)C(C#N)=C(N)O3)c(C)s1 (stereo not given)	11%	53µM*	1	11	5%	17%	0.7	-2.9%	-6%	i
COc1ccc(S(=O)(=O)NN(C)c2ncc(C(F)(F)F)cc2Cl)cc1	1%	-6%	2	-8	0%	-1%	1	-10%	6%	·
CCC(=O)Nc1ccc(S(=O)(=O)Nc2ncccn2)cc1	0%	-3%	11	17	6%	-5%	1	-7.0%	-3%	i
CCOC(=O)c1cccc(Nc2ncnc3ccc(C)cc23)c1	3%	5%	16	11	14%	-6%	1	0.5%	-5%	i
COc1ccc(S(=O)(=O)N2CCCN(CC(=O)Nc3cc(NC(C)=O)ccc3OC)CC2)cc1	-4%	2%	-10	1	0%	2%	1.1	2.1%	5%	i
O=C(Oc1cccnc1)c1ccccc1[N+](=O)[O-]	2%	19%	2	-15	0%	-8%	1.1	-26%	-9%	i
COc1ccccc1CNC(=O)Cn1c(=O)oc2cc(Cl)ccc21	·	-4%	·	·	0%	·	·	·	-6%	i
Cc1nn(C)cc1CN(C)C(=O)c1cc(COc2ccc(F)cc2F)on1	1%	-16%	-11	-21	9%	5%	1.1	-4.2%	-8%	i
O=C(N/N=C\c1ccco1)Nc1cccc(Cl)c1	-1%	11%	0	-9	3%	10%	1	-6.5%	-5%	i
Cc1ccc(C2(c3noc(CN4C[C@@H](C)O[C@@H](C)C4)n3)CCCC2)cc1	13%	-6%	6	-2	0%	16%	1.1	-2.0%	-6%	i
CCOC(=O)c1cc(-c2ccccc2)sc1NC(=O)CSc1nncs1	6%	8%	14	9	6%	8%	0.9	-5.4%	3%	i
CN(CCO)c1cc(N2CCN(C(=O)c3ccco3)CC2)c2nonc2c1[N+](=O)[O-]	12%	14%	-3	0	20%	6%	0.8	-4.9%	0%	i
CC1=CC(=O)C(C(C)=Nc2ccccc2Cl)C(=O)O1 (stereo not given)	·	-2%	·	·	5%	·	·	·	-5%	i

Source: PubChem (several laboratories)

An unsorted share of the library, and some 3.7% of all compounds hit somewhere here.
